PV pol inh: poliovirus RNA polymerase inhibition; P03300; poliovirus polymerase elongation, fluorescence polarization; active compounds read low; % elongation, % (compound at 16.7 µg/mL); 150,000 tested, 0.66% active; in the data active means % elongation below about 90%; further: some results filed as inactive read as strong as hits
Target sequence (P03300 1749-2209 limits assumed): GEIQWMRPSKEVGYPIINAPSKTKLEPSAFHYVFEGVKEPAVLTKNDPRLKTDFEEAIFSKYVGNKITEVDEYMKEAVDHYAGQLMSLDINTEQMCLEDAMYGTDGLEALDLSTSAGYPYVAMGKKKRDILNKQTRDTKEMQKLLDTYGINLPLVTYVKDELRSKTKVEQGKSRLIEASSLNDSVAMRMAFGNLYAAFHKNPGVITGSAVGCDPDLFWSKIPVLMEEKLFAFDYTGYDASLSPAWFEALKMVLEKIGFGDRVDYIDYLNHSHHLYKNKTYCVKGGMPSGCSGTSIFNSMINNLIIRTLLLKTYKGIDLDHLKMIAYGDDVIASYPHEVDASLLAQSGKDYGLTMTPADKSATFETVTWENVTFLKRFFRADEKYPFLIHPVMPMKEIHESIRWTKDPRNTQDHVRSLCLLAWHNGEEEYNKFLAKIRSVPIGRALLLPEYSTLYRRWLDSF
PV pol inh FP z-score: further read-out of PV pol inh, marked with its call; z-score; measured here: FP z-score; hits read low
Active calls of the source: *. Some of the compounds tested (hit frequency here may not be typical).

Sample of the layout:
The line under a structure holds: PV pol inh | PV pol inh FP z-score
O=C(O)/C=C\C(=O)NCc1ccco1
    97.0 | -0.7
CC(=O)N(C)c1ccc(NC(=O)C23CC4CC(C2)CC(n2cnc(Cl)n2)(C4)C3)cc1
    103.0 | 0.2
COc1ccc(-c2nc3c4ccccc4n(CC(=O)N4CCN(c5ccc(F)cc5)CC4)c(=O)n3n2)cc1
    111.0 | 1
CCCC(=N)C1=C(O)CC(CC(C)SCC)CC1=O (configuration not stated)
    100.0 | 0.2
Clc1ccc2oc(Nc3ccc4oc5ccccc5c4c3)nc2c1
    106.0 | 0.4
CCOc1ccccc1NC(=O)c1c2c(nc3ccccc13)C(=O)N(C1CCCCC1)C2
    111.0 | 0.5
Cc1cc2oc(=O)cc(COC(=O)c3ccccn3)c2cc1C
    101.0 | -0.4

The list itself, from the start:
The line under a structure holds: PV pol inh | PV pol inh FP z-score
O=C(O)/C=C\C(=O)NCc1ccco1
    97.0 | -0.7
CC(=O)N(C)c1ccc(NC(=O)C23CC4CC(C2)CC(n2cnc(Cl)n2)(C4)C3)cc1
    103.0 | 0.2
COc1ccc(-c2nc3c4ccccc4n(CC(=O)N4CCN(c5ccc(F)cc5)CC4)c(=O)n3n2)cc1
    111.0 | 1
CCCC(=N)C1=C(O)CC(CC(C)SCC)CC1=O (configuration not stated)
    100.0 | 0.2
Clc1ccc2oc(Nc3ccc4oc5ccccc5c4c3)nc2c1
    106.0 | 0.4
CCOc1ccccc1NC(=O)c1c2c(nc3ccccc13)C(=O)N(C1CCCCC1)C2
    111.0 | 0.5
Cc1cc2oc(=O)cc(COC(=O)c3ccccn3)c2cc1C
    101.0 | -0.4
CNc1nc2ccccc2[nH]1
    103.0 | 0.1
O=C(Cn1cc2c(n1)CCCCC2)Nc1ccccc1Br
    100.0 | -0.7
CCS(=O)(=O)c1nc(S(=O)(=O)c2ccc(Cl)cc2)c(NCCN2CCOCC2)s1
    105.0 | 1.2
COc1cccc(NS(=O)(=O)c2cc(-c3cnc(C4CC4)o3)ccc2C)c1
    101.0 | -1.1
CCN1CCC(NC2C3CC4CC(C3)CC2C4)CC1 (configuration not stated)
    101.0 | 0.4
CC(c1ccco1)N(C(=O)c1cccs1)c1ccccn1 (configuration not stated)
    102.0 | 0.4
CCC1CN(S(=O)(=O)c2cc(-c3cc(C)no3)ccc2C)c2cc(Cl)ccc2O1 (configuration not stated)
    104.0 | -0.6
C=CCN1CC(O)=C(c2nc3ccccc3s2)C1=N
    98.0 | -0.4
CC1(CC(=O)N/N=C/c2cccc(Br)c2)OCCO1
    98.0 | -0.6
COCCNC(=O)c1nnc(Cc2ccc(C)cc2)o1
    101.0 | 0.1
Cc1ccc(Cl)cc1NC(=O)N1CCc2cc(S(=O)(=O)N3CCC(C)CC3)ccc21
    109.0 | 0.5
COC(=O)c1cnc(N2CCCN(C(=O)C3COc4ccccc4O3)CC2)nc1C(F)(F)F (configuration not stated)
    104.0 | 0.8
CCc1nnc2c3ccccc3nc(N3CCN(c4ccc(C)cc4C)CC3)n12
    109.0 | 0.2
COc1ccc(OC)c(S(=O)(=O)N2CCCC2C(=O)N2CCc3ccccc3C2)c1 (configuration not stated)
    107.0 | 1.7
CCN(C(=O)CN1C(=O)N(c2ccc(C)c(Cl)c2)S(=O)(=O)c2ccccc21)c1ccccc1
    104.0 | 0.7
c1ccc(CN2CCC(c3ccco3)=N2)cc1
    99.0 | -1
O=C(NCCc1ccccc1)C(=O)NCC(c1cccs1)S(=O)(=O)c1cccs1 (configuration not stated)
    104.0 | -0.7
CC(=O)N(Cc1ccccc1)c1ccccc1C(=O)O
    104.0 | 0.4
Cc1ccc(C(=O)Nc2cccc(OCc3cc(=O)n4c5c(sc4n3)CCCC5)c2)cc1
    101.0 | -0.9
O=C(CCC(=O)N1CCOCC1)Nc1c(F)c(F)nc(N2CCOCC2)c1F
    102.0 | 0.2
CCc1ccccc1NC(=O)Cn1c(=O)n(-c2ccc(C)cc2)c(=O)c2cc(OC)c(OC)cc21
    111.0 | 0.7
Cc1cccc(NC(=O)COc2cccc3c(=O)n(C)ccc23)c1C
    108.0 | 0.3
O=S(=O)(c1ccccc1)N(Cc1ccc(Cl)cc1)c1nccs1
    111.0 | 1
CC(Nc1nc(N2CCCC2)nc2ccccc12)c1ccccc1 (configuration not stated)
    100.0 | 0
COc1ccc(-n2c(-c3ccc(Cl)cc3)n[nH]c2=S)cc1
    103.0 | -0.2
NC(=O)c1cccn1Cc1ccc(Cl)cc1
    103.0 | 0.8
Oc1ccc(Cl)cc1C1=NOC(O)(C(F)(F)F)C1 (configuration not stated)
    101.0 | -0.2
Cc1ccc(-c2noc(C(C)NS(=O)(=O)c3ccc(C)cc3)n2)cc1 (configuration not stated)
    102.0 | -0.2
COc1cc(NS(=O)(=O)c2ccc(NC(=O)c3ccccc3C(=O)O)cc2)nc(OC)n1
    103.0 | -0.4
Cc1ccccc1NC(=O)NCCc1ccccc1
    100.0 | -0.8
COC(=O)CN1C(=O)c2cccnc2Oc2ccc(C)cc21
    102.0 | 0.1
Cc1oc(-c2cccc(Cl)c2)nc1CSc1nncn2c1cc1occc12
    101.0 | -1.1
COCCNC(=O)CCn1c(=O)c2cc(OC)c(OC)cc2n(CC(=O)Nc2ccc(Cl)cc2F)c1=O
    100.0 | -1.4
O=C(O)/C=C/C(=O)Nc1nnc(-c2ccccc2F)s1
    104.0 | 0.6
O=C(Oc1ccc2oc3ccccc3c2c1)c1ccc(=O)[nH]c1
    100.0 | -0.3
CC[C@@]1(O)C[C@H](O[C@H]2C[C@H](N(C)C)[C@H](O)[C@H](C)O2)c2c(cc3c(c2O)C(=O)c2c(O)ccc(O)c2C3=O)[C@H]1C(=O)OC
    65.0 | -4.4
Cc1ccc(N(CC(=O)N2CCN(c3ccccc3)CC2)S(=O)(=O)c2c(C)noc2C)cc1
    108.0 | 0.3
CCc1ccc(-c2cn3c(n2)sc2cc(C(=O)O)ccc23)cc1
    102.0 | 0.1
Cc1ccccc1CN1CCN(C2c3ccccc3-c3ccccc32)CC1
    102.0 | 0.1
O=c1oc2ccc(NS(=O)(=O)c3cccc4ccccc34)cc2s1
    101.0 | -0.2
CSc1nc2ccccc2n1C
    101.0 | -0.1
N#Cc1c(-c2ccc(Cl)cc2)csc1S(=O)C1CCCCC1 (configuration not stated)
    104.0 | -0.2
Nc1c(-c2nc3ccccc3[nH]2)nnn1Cc1ccccc1
    104.0 | 1

Looked up above.
CCC1CN(S(=O)(=O)c2cc(-c3cc(C)no3)ccc2C)c2cc(Cl)ccc2O1 (configuration not stated) | PV pol inh FP z-score = -0.6
Cc1ccc(Cl)cc1NC(=O)N1CCc2cc(S(=O)(=O)N3CCC(C)CC3)ccc21 | PV pol inh = 109.0

More structures follow.
The line under a structure holds: PV pol inh | PV pol inh FP z-score
Cc1ccccc1CO/N=C\c1[nH]ncc1Br
    105.0 | 0.6
CCOc1ccccc1NC(=O)CSC1=Nc2ccccc2C2=NC(CC(=O)NCc3ccc4c(c3)OCO4)C(=O)N12 (configuration not stated)
    115.0 | 0.9
C=CCSc1c2c(c(C#N)c3nc4ccccc4n13)CCC2
    98.0 | -1
CNC(=O)c1ccc(N2CCc3ccccc32)s1
    100.0 | -0.6
O=C(Nc1ccccn1)C1COc2ccccc2O1 (configuration not stated)
    100.0 | 0.1
Cc1cccc(S(=O)(=O)N2CCCC2)c1
    101.0 | -0.4
CC(C)(/C=N/O)/[N+]([O-])=C/c1ccccc1
    101.0 | 0.2
Cc1ccc(Sc2ccc(N3CCC(C(=O)Nc4cc(C)cc(C)c4)CC3)nn2)cc1
    106.0 | 0.1
COCCN1C(=O)/C(=C/N2CCN(S(=O)(=O)c3ccc(Cl)cc3)CC2)C(=O)NC1=S
    107.0 | 0.7
CC(C)N=c1scc(-c2ccco2)n1/N=C/c1ccccc1O
    102.0 | 0.1
O=C(Nc1ccc(-c2cn3cccnc3n2)cc1)c1ccco1
    99.0 | -0.9
Cc1cc2c(C(C)C)c(O)c(O)c(C=O)c2c(O)c1-c1c(C)cc2c(C(C)C)c(O)c(O)c(C=O)c2c1O
    99.0 | 0
S=C(c1cn(CCOc2ccccc2)c2ccccc12)N1CCCC1
    102.0 | 0
COc1ccc(NC(=O)Cn2ncc3ccccc32)cc1OC
    100.0 | -0.6
CN(c1ccc(C(=O)CSc2nnc(-c3ccco3)n2C2CCCCC2)cc1)S(C)(=O)=O
    115.0 | 1.3
COc1ccccc1N1C(N)=NC(N)=NC12CCCCC2
    102.0 | 0
O=C(Cn1cnnn1)Nc1ccc(Cl)c(Cl)c1
    98.0 | -0.6
Cc1cccn2c(=O)c(C(=O)N3CCN(c4ccccc4)CC3)cnc12
    110.0 | 0.8
Cc1ccc(Cl)cc1N1CCN(C(=O)C2CCN(S(=O)(=O)c3c(C)noc3/C=C/c3ccccc3F)CC2)CC1
    105.0 | -0.3
O=C(COC(=O)C1(c2ccc(F)cc2)CCCC1)NC1CCCC1
    99.0 | -1.4
COc1cccc(NC(=O)CC2Nc3cc(C)c(C)cc3NC2=O)c1 (configuration not stated)
    109.0 | 1.2
CCc1ccc(C2=NN(C(=O)CCC(=O)O)C(c3ccco3)C2)cc1 (configuration not stated)
    98.0 | -0.6
CC(CN1CCN(Cc2ccccc2)CC1)N(C(=O)c1ccc(C(C)(C)C)cc1)c1ccccn1 (configuration not stated)
    96.0 | -1.3
CCS(=O)(=O)c1nc(S(=O)(=O)c2ccc(C)cc2)c(NC(C)c2ccccc2)s1 (configuration not stated)
    106.0 | -0.5
CCn1c2ccccc2c2nnc(SCC(=O)O)nc21
    102.0 | -0.2
Cc1cc(C)n(Cc2c(C(=O)O)noc2C)n1
    104.0 | 0.8
Sc1ccc2oc3ccc(S)cc3c2c1
    100.0 | -0.6
O=S(=O)(CS(=O)(=O)c1cccc(Cl)c1)c1cccc(Cl)c1
    104.0 | 0.5
N#CCc1nnc2n1-c1ccccc1SC2
    103.0 | 0.3
O=C(NCc1ccco1)c1ccccc1OCc1ccc(Cl)cc1
    96.0 | -0.2
CCOc1ccc(CN2C(=O)c3ccccc3C2C(=O)NCCc2ccc(OC)c(OC)c2)cc1 (configuration not stated)
    113.0 | 0.7
CCOC(=O)c1ccc(NC(=O)CCS(=O)(=O)c2ccc3c(c2)oc(=O)n3C)cc1
    108.0 | -0.1
O=C(NCCc1c[nH]c2ccccc12)Nc1ccccc1C(F)(F)F
    105.0 | -0.4
O=C(CSc1nnc(-c2ccccc2O)o1)Oc1ccc(OCc2ccccc2)cc1
    103.0 | 0.4
CC1(C)Cc2c(cnn2-c2ccccc2)C(=O)/C1=N\NC(=O)c1ccncc1
    103.0 | 0.3
COc1ccc(N2CCN(S(=O)(=O)CCNC(=O)Cc3ccc(Cl)cc3)CC2)cc1
    108.0 | 0.2
CCOc1ncccc1C(=O)Nc1cccc(C(=O)Nc2cccc(S(=O)(=O)CCO)c2)c1
    100.0 | -0.3
Cc1ccc(-c2cc(-c3ccco3)c(C#N)c(SCC(=O)Nc3ccc(Cl)c(Cl)c3)n2)cc1
    102.0 | 0
Cc1ccc(-c2cc(C(=O)N3CCCN(C)CC3)c3ccccc3n2)cc1
    101.0 | -0.1
COC(=O)c1sc2cccc(F)c2c1S(=O)(=O)N1CCN(c2ccc(F)cc2)CC1
    107.0 | 0.3
O=C(C1CCN(c2nnc(-n3cccc3)s2)CC1)N1CCCCC1
    102.0 | 0.1
Cc1oc2nc[nH]c(=O)c2c1C(=O)NCc1ccccc1
    140.0 | 3.7
CCCCn1c(SCC(=O)OCC)nc2c(sc(=S)n2CCc2ccccc2)c1=O
    105.0 | 0.6
CCOC(=O)c1c(C)oc2nc(COC(=O)c3cc(-c4ccc(Cl)cc4)nc4ccccc34)nc(N)c12
    105.0 | 0.3
CCOC(=O)c1cc(-c2ccccc2)n(-c2cccc(C(=O)NC(C)(C)C)c2)c1C
    98.0 | -0.9
CCCC(=O)Nc1cc(C)c(NC(=O)C23CC4CC(CC(C4)C2)C3)cn1
    101.0 | 0.1
CCCn1c(CNC(=O)c2cc(OC)c(OC)c(OC)c2)nc2ccccc21
    101.0 | 0.2
O=C(Nc1cccc(C(F)(F)F)c1)C(NCCN1CCOCC1)c1ccccc1 (configuration not stated)
    103.0 | 0.1
CCc1ccccc1N1CC(c2nc3ccccc3n2CC(C)C)CC1=O (configuration not stated)
    103.0 | -0.7
COc1ccccc1NC(=O)c1ccc(NC(=O)CSc2nnc(C)n2N)cc1
    102.0 | -0.1

Additional records.
The line under a structure holds: PV pol inh | PV pol inh FP z-score
COc1cccc(CNC(=O)CSC2=Nc3ccccc3N=C(c3ccc(F)cc3)C2)c1
    102.0 | -1.1
O=C1CC(c2ccccc2)N=C(SCC(=O)NC2CCCCC2)N1 (configuration not stated)
    101.0 | -0.5
CN(C)S(=O)(=O)n1cc(/C=C(\NC(=O)c2ccccc2F)C(=O)NCCCn2ccnc2)c2ccccc21
    108.0 | 0.2
O=C1NC(=O)C(CCc2ccncc2)(c2ccccc2)C(=O)N1
    101.0 | -0.3
O=C1/C(=C/c2ccc3c(c2)OCCO3)COc2ccccc21
    99.0 | -0.6
CC(C)C(Nc1ccc(C(F)(F)F)cc1Cl)C(=O)O (configuration not stated)
    101.0 | -0.6
CC(C)CNC(=O)c1cc(-c2ccc(Cl)cc2)on1
    105.0 | 1.9
COc1ccc(CN2CCSCC2)cc1Br
    100.0 | 0.1
COc1ccc(-c2nc3ccccc3n3c(-c4ccccc4)c4c(=O)n(C)c(=O)n(C)c4c23)cc1
    109.0 | 1
CC(C)Nc1nc(-c2ccccc2O)nc2ccccc12
    103.0 | 0.6
CC(=O)NC(C)c1nc(-c2ccccc2)no1 (configuration not stated)
    102.0 | 0.2
CC(C)c1ccc(N(C(=O)c2ccccc2)C2C=CS(=O)(=O)C2)cc1 (configuration not stated)
    99.0 | -1.7
CC(C)CCNC(=O)c1cc2oc3ccccc3c2n1C
    101.0 | -0.5
Cc1ccc(Nc2cc(C(=O)NC3CCCC3)c3ccccc3n2)c(C)c1
    107.0 | -0.7
Cc1cccc(C)c1NC(=O)c1ccc2nc(CCc3ccccc3)oc2c1
    102.0 | -1.1
COc1ccc(C2c3c(-c4c(C)cc(C)cc4O)n[nH]c3C(=O)N2Cc2ccco2)cc1 (configuration not stated)
    109.0 | 0.1
O=C(CCC(=O)c1ccccc1)Nc1ccccc1F
    100.0 | -0.1

Assay outcomes: PubChem BioAssay, ICCB-Longwood Screening Facility, Harvard Medical School
